Source: PubChem
GPR35 arrestin U2OS = inhibition of zaprinast-stimulated GPR35 beta-arrestin translocation – imaging, U2OS, beta-arrestin-GFP, zaprinast agonist, primary screen (AID 2058) | U2OS GPR35 beta-arrestin-GFP translocation imaging, zaprinast antagonism; higher % means a stronger effect | inhibition, % at 10 µM, or IC50 in µM where a hit was titrated | hit rate 0.052% among 290,000;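 active = inhibition of at least 50% with at least 30 cells and total cytoplasm GFP at most 10,000,000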
HIV peptide binding = inhibitors of HIV fusion peptide binding, primary screen, biochemical, uHTS, fluorescence dequenching (AID 1986) | hit rate 0.3% among 290,000 | inhibition, % at 20 µM; hits with a dose series show IC50 in µM | cell-free peptide binding, fluorescence dequenching, 30 min; higher % means a stronger effect; in the data active = inhibition mostly above about 52%, no sharp cut-off; inactive = mostly below about 76%; also: some results filed as inactive read as strong as hits
Salmonella PhoP GFP = PhoP-dependent GFP reporter repression – Salmonella Typhimurium, primary screen (AID 1863); S. Typhimurium PhoP-regulated promoter GFP reporter, 4 h; higher % means a stronger effect; one-dose inhibition, % at 50 µM; IC50 in µM for titrated hits; hit rate 0.16% among 300,000;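 active = inhibition over 29.93%, a cutoff 3 SD above the screen mean, later confirmed by dose response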;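 also: 0% = low Mg2+ inducing control and 100% = high Mg2+ repressing control; strong numbers were not always called active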
RSV antiviral HEp-2 = inhibition of RSV-induced cytopathic effect – HEp-2 cells, primary 10 µM value included (AID 2391). HEp-2 cells, RSV-induced CPE inhibition; higher % means a stronger effect. CPE inhibition, % at 10 µM, or IC50 in µM where a hit was titrated. hit rate 0.13% among 310,000; in the data active = a potency from the dose series; also: strong numbers were not always called active
NS5 inhibitors = flavivirus cap methylation enzyme inhibition – biochemical, confirmation dose response, primary screen (AID 588689). Dengue-2 NS5 methyltransferase capping enzyme assay, biochemical; higher % means a stronger effect. hit rate 0.3% among 340,000. inhibition, % at 25 µM; hits with a dose series show IC50 in µM; in the data active = a potency from the dose series
Rac1 GTP hydrolysis = MgcRacGAP GTPase-activating activity inhibitors, confirmation, biochemical, ADP Hunter fluorescence; MgcRacGAP-stimulated Rac1 GTP hydrolysis, ADP Hunter fluorescence; higher % means a stronger effect; GST-tagged Rac1 F28L mutant substrate; inhibition, % at 30 µM; hits with a dose series show IC50 in µM; hit rate 0.6% among 340,000;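 active = first-screen hits whose inhibition reached a set limit at any dose in the follow-up dose series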;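 also: fluorescence reports GDP produced by GAP-driven GTP hydrolysis; strong numbers were not always called active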
GPR55 antagonists = inhibition of LPI-stimulated GPR55 beta-arrestin translocation – imaging, U2OS, beta-arrestin-GFP, LPI agonist, primary screen (AID 2013). U2OS GPR55 beta-arrestin-GFP translocation imaging, LPI antagonism; higher % means a stronger effect. inhibition, % at 10 µM; hits with a dose series show IC50 in µM. hit rate 0.13% among 290,000;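 active = spots per cell inhibited over 60%, with over 100 cells counted and total cytoplasm intensity under 500,000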;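 also: U2OS cells stably carrying GPR55 and arrestin-GFP stimulated by 5 µM LPI near EC80; imaged beta-arrestin-GFP aggregate spots per cell after agonist stimulation; plate controls were LPI-stimulated DMSO wells for no effect and DMSO wells without LPI for full effect; some results filed as inactive read as strong as hits; confirmed hits need IC50 under 10 µM and bright autofluorescent wells are also inconclusive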
Large T inhibition = TAg ATPase/helicase activity blockers – biochemical (AID 1903). SV40 large T antigen ATPase/helicase inhibition assay; higher % means a stronger effect. hit rate 0.39% among 310,000. one-dose inhibition, % at 20 µM; IC50 in µM for titrated hits; in the data active = a potency from the dose series; also: strong numbers were not always called active
UTI89 phage lysis = protection from phage-mediated lysis, alamar blue read-out – E. coli UTI89, K1F phage, bacterial capsule biogenesis inhibitors (AID 488966). E. coli UTI89 K1F phage lysis, alamar blue, 2 h; higher % means a stronger effect. one-dose inhibition, % at 100 µM; IC50 in µM for titrated hits. hit rate 0.02% among 340,000;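 active = phage lysis inhibition, versus mean bacterial control, above a set limit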;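 also: capsule biogenesis inhibitors block K1F phage lysis so surviving cells raise fluorescence; higher fluorescence means more inhibition of phage lysis; actives were called in the ten point dose series up to 300 µM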
Starred values were filed as active, the others as inactive; · = no result given; [ ] = another dose, or the depositor's remark.

Under each structure: GPR35 arrestin U2OS, HIV peptide binding, Salmonella PhoP GFP, RSV antiviral HEp-2, NS5 inhibitors, Rac1 GTP hydrolysis, GPR55 antagonists, Large T inhibition, UTI89 phage lysis
[1] CCSc1ccc(C(=O)Nc2ccc(Br)cn2)cc1[N+](=O)[O-]
→ 1.0%, -4.7%, -5.6%, 7.1%, -6.9%, 5.4%, 11.4%, 0.7%, -1.2%
[2] C=CCOc1c(Br)cc(CNc2ccc(NC(=O)CCC)cc2)cc1OCC
→ 8.0%, -2.2%, -0.5%, 5.5%, 1.6%, 19.1%, 41.7%, 31.9%, 0.7%
[3] COc1ccccc1N1CCN(C(=O)c2n[nH]c3ccccc23)CC1
→ -3.9%, -1.3%, 10.1%, 4.0%, 1.6%, 4.7%, 14.0%, 8.5%, 0.2%
[4] COc1ccc2c(c1)C=C(CN1CCN(C3CCCC3)C(CCO)C1)CO2 (centres undefined)
→ -0.6%, -0.5%, 4.8%, -3.0%, -10.9%, 5.6%, -3.7%, 10.5%, 0.0%
[5] CCOc1c2ccc(C(=O)NCc3cc(C(F)(F)F)cc(C(F)(F)F)c3)cc2nn1CCOC
→ 2.1%, -2.7%, -0.1%, 3.0%, 1.6%, 5.8%, 1.1%, -2.0%, -0.3%
[6] CCN(CC)c1ncn(Cc2c(Cl)cccc2Cl)c2ncnc1-2
→ 4.2%, -1.1%, -3.6%, 16.3%, ·, -0.2%, 1.4%, -1.4%, 0.4%
[7] CCCSc1nsc(NC(=O)c2cccnc2OCC)n1
→ 8.7%, 1.8%, -5.4%, 0.1%, -15.9%, -17.4%, 1.8%, 1.9%, -0.2%
[8] O=C(NNS(=O)(=O)c1ccc(F)cc1)c1cnn(-c2ccccc2)c1C(F)(F)F
→ -2.3%, -3.6%, 5.6%, 6.7%, -3.1%, 0.2%, -3.6%, -2.3%, -0.3%
[9] O=C(O)CCC(=O)c1ccc2c(c1)OCCO2
→ 0.8%, 2.4%, -6.1%, 0.2%, -2.2%, -0.8%, 5.4%, 2.0%, -1.4%
[10] FC(F)Oc1ccc(/C=N/c2c(-c3ccc(OC(F)F)cc3)nc3n2CCS3)cc1
→ -4.0%, -1.7%, -5.2%, 3.1%, 0.8%, 6.6%, 15.8%, 11.4%, 1.2%
[11] O=S(=O)(c1cccc2c(S(=O)(=O)N3CCCC3)cccc12)N1CCCC1
→ -14.7%, -1.9%, -2.2%, -0.1%, -6.2%, 8.4%, -2.5%, 4.8%, 0.3%
[12] COc1ccc(-c2ncncc2-c2ccccc2)c(O)c1
→ 1.8%, -3.0%, -4.2%, 3.9%, 9.1%, 9.7%, 7.8%, 5.5%, 0.1%
[13] O=C(c1cc([N+](=O)[O-])ccc1Cl)N1CCc2ccccc21
→ 1.2%, 1.1%, 8.1%, 16.6%, -2.3%, 11.0%, 0.8%, 4.9%, 0.2%
[14] CC(C)CNC(=O)c1cccc(C(=O)NCC(C)C)c1
→ 0.0%, -0.4%, -9.9%, 0.5%, -1.6%, 7.4%, 1.7%, -6.9%, 2.5%
[15] C=C(Cl)COc1ccc2c(CC)cc(=O)oc2c1
→ 6.4%, -1.7%, 0.1%, 9.0%, -4.1%, 6.2%, 25.9%, 22.0%, 3.8%
[16] COc1ccc(C(=O)NCc2cc(C)nc3ccccc23)cc1OC
→ -1.5%, 0.0%, -4.2%, 19.0%, -4.5%, 4.2%, 9.2%, 9.6%, 0.3%
[17] N#Cc1c(F)cccc1N1CCOCC1
→ -10.1%, 2.4%, 5.8%, 33.6%, 0.6%, 10.5%, 4.1%, 0.2%, 0.7%
[18] CCCn1c(=O)c(C(=O)NCCc2ccc(Cl)cc2)c(O)c2ccccc21
→ 0.6%, 1.5%, 0.0%, 2.3%, -3.9%, 4.5%, -2.2%, 8.6%, 0.6%
[19] O=C(CCN1C(=O)c2ccccc2S1(=O)=O)Nc1nc2c(s1)CCCC2
→ 2.3%, 2.2%, -1.6%, 1.4%, -4.2%, 6.8%, 23.5%, 0.4%, 3.1%
[20] CN(C)/C=C/C(=O)c1cnc(-c2cccc(Cl)c2)s1
→ -6.3%, 4.4%, 4.8%, -0.7%, -6.3%, 7.7%, 7.4%, 1.9%, -0.9%
[21] COC(=O)c1sccc1Oc1ccc(F)cc1[N+](=O)[O-]
→ 0.2%, 1.1%, 3.0%, ·, -2.0%, 13.7%, 5.8%, 2.6%, 0.0%
[22] Cc1cc(C)c(C(=O)c2ccc(C(=O)N3CCCCC3)cc2)c(C)c1
→ -2.2%, -1.0%, -0.6%, 4.5%, 3.2%, 8.1%, 11.4%, 22.5%, -0.1%
[23] CCOC(=O)COc1ccc2c(c1)C(=O)CC1(CCCCC1)O2
→ 1.4%, -0.6%, -0.1%, 0.3%, -5.7%, 11.8%, 9.1%, 8.6%, 3.4%
[24] COC(=O)c1ccc(CSc2nc3c(c(=O)n2-c2ccc(F)cc2)SCC3)o1
→ -14.9%, 0.8%, 2.6%, 4.3%, -5.8%, 5.5%, -12.2%, 2.9%, 2.2%
[25] CCN1CCN(CCCNC(=O)c2ccc(CS(=O)c3ccc(Br)cc3)o2)CC1 (centres undefined)
→ 0.3%, -1.2%, 2.4%, -0.3%, -7.8%, 5.5%, 2.6%, 6.8%, 0.0%
[26] O=P(O)(COc1ccccc1)COc1ccccc1
→ -5.5%, 1.1%, 17.6%, 1.8%, -3.2%, 2.5%, 10.1%, -4.0%, 0.1%
[27] CN(C(=O)c1cccc(NC(=O)c2cccs2)c1)c1ccccc1
→ -5.3%, 0.6%, 0.6%, 1.1%, -8.4%, 5.4%, -24.3%, 5.0%, 0.1%
[28] O=C(O)c1ccc(/C=C/c2nc3ccccc3c(=O)[nH]2)cc1
→ 2.8%, -2.0%, -1.5%, 0.3%, -1.3%, 9.0%, 8.0%, 8.4%, 0.1%
[29] CC(=O)N1CCOc2cc(S(=O)(=O)NCc3ccc(F)cc3)c(C)cc21
→ 7.7%, -0.3%, ·, -0.2%, -1.4%, 7.4%, 10.5%, ·, 4.0%
[30] CC(=O)Nc1ccc(NC(=O)CSc2nc3ccccc3nc2N2CCCCC2)cc1
→ 0.3%, 3.8%, -7.2%, 3.6%, -2.4%, -5.9%, 4.7%, 12.6%, 0.3%
[31] Cc1ccc(S(=O)(=O)NCC(=O)N(CC(=O)NC2CCCC2)c2ccc3c(c2)OCCO3)cc1
→ -3.6%, -1.4%, -5.3%, ·, -4.1%, 7.7%, -6.1%, 6.7%, 0.3%
[32] Cc1ccc(C(C)C)c(OCC(=O)NN=C2CCCCCCC2)c1
→ -11.4%, 1.1%, 4.0%, 2.9%, 2.2%, -2.5%, 2.5%, -5.0%, 2.9%
[33] CCOC(=O)c1nn(-c2ccc(F)cc2)c(=O)cc1OCC(=O)Nc1ccc(OCC)cc1
→ ·, ·, -7.5%, -1.7%, 5.2%, 5.5%, ·, 9.5%, 0.2%[50 µM]
[34] CC(C)c1cc(=O)n2c(nc3ccccc32)[nH]1
→ 5.4%, 1.1%, -6.5%, 6.6%, -8.2%, 9.6%, 2.0%, 8.1%, 0.4%
[35] Nc1c(/C=C2\C=Nc3ccccc32)c(=O)nc2sc(CC(=O)N3CCOCC3)nn12
→ 32.4%, 2.5%, 1.1%, 1.2%, -21.3%, 10.6%, -2.1%, 7.8%, 0.3%
[36] Cc1ccc(OCCC(=O)OCC(=O)N2CCN(S(=O)(=O)c3ccc(C)cc3)CC2)cc1
→ ·, ·, -8.9%, -0.3%, 0.7%, 1.4%, ·, 10.3%, 0.4%[50 µM]
[37] COCCN(C)Cc1cn(-c2ccc(F)cc2F)nc1-c1ccccc1C
→ -2.3%, 1.1%, 5.4%, -0.9%, 1.5%, 5.0%, 9.5%, 9.7%, -1.3%
[38] O=C(Nc1ccc2sccc2c1)c1ccc(Cl)s1
→ -4.3%, 3.8%, -7.3%, 3.2%, 2.2%, 4.1%, 4.9%, 0.5%, 2.6%
[39] COc1ccc(/C=C2\SC(=O)N(CCNC(=O)CCS(=O)(=O)c3ccc(C)cc3)C2=O)cc1
→ -1.4%, -1.7%, -8.6%, 0.6%, 0.7%, -4.5%, 0.5%, 18.9%, -4.7%
[40] COc1ccccc1N1CCN(C(=O)CN(C)S(=O)(=O)c2cc(C)ccc2OC)CC1
→ 2.8%, -0.9%, 0.8%, -0.8%, -2.2%, 5.3%, -4.6%, -1.9%, -1.0%
[41] O=C(O)c1ccc(OCc2ccc(C(=O)O)o2)cc1
→ 2.8%, -0.4%, ·, 0.6%, -3.3%, 3.9%, 10.7%, 4.7%, 0.2%
[42] Cc1cccc(CNC(=O)c2cc(S(=O)(=O)N3CCOCC3)cn2C)c1
→ -0.6%, 0.6%, -9.5%, 2.2%, 0.5%, 8.6%, 4.3%, 19.6%, 1.9%
[43] COc1ccccc1C(=O)NCC(=O)OCC(=O)c1cccc2ccccc12
→ ·, ·, -0.3%, -0.6%, -5.1%, 3.2%, ·, 12.0%, 1.3%[50 µM]
[44] COC(=O)c1cc(OC)c(OC)cc1NC(=S)N1CCCCC1
→ 17.5%, 1.5%, 7.6%, 1.0%, -2.5%, 6.5%, 3.2%, 3.6%, 0.2%
[45] Cc1ccc(NC(=O)CSC(C)C(=O)OC(C)C(=O)NC2CCCCC2C)cc1 (centres undefined)
→ ·, ·, ·, 0.9%, -1.5%, 5.4%, ·, ·, 0.2%[50 µM]
[46] N#Cc1ccc(/C=N/NC(=O)c2cccc(S(=O)(=O)N3CCOCC3)c2)cc1
→ -3.6%, 2.1%, -3.8%, 0.4%, -6.6%, 3.6%, 1.4%, 5.9%, -0.6%
[47] CC(=O)Nc1ccc(C(=O)OCC(=O)c2ccc(F)cc2)cc1
→ 7.2%, 1.8%, 15.1%, 0.2%, -2.2%, 8.0%, 7.3%, 4.9%, -0.9%
[48] N#Cc1ccc(CSc2nnc3ccccn23)cc1
→ -7.2%, 0.7%, 1.3%, 0.1%, -6.2%, -5.9%, 3.2%, 15.8%, -0.5%

Entries of single compounds, looked up by structure.
Cc1ccc(NC(=O)CSC(C)C(=O)OC(C)C(=O)NC2CCCCC2C)cc1 (centres undefined) across the screens: GPR35 arrestin U2OS = ·; HIV peptide binding = ·; Salmonella PhoP GFP = ·; RSV antiviral HEp-2 = 0.9%; NS5 inhibitors = -1.5%; Rac1 GTP hydrolysis = 5.4%; GPR55 antagonists = ·; Large T inhibition = ·; UTI89 phage lysis = 0.2%[50 µM]
Nc1c(/C=C2\C=Nc3ccccc32)c(=O)nc2sc(CC(=O)N3CCOCC3)nn12 across the screens: GPR35 arrestin U2OS = 32.4%; HIV peptide binding = 2.5%; Salmonella PhoP GFP = 1.1%; RSV antiviral HEp-2 = 1.2%; NS5 inhibitors = -21.3%; Rac1 GTP hydrolysis = 10.6%; GPR55 antagonists = -2.1%; Large T inhibition = 7.8%; UTI89 phage lysis = 0.3%
